POLB inh = inhibitors of human DNA polymerase beta. Potency, µM (top dose mostly 114 µM), for inactives: top-dose activity change, negative = inhibition, actives largely listed as inhibitors. Pol beta primer extension/strand displacement, fluorescence kinetic. hit rate 1.3% among 340,000. P06746; also: % is scaled to controls: 0 for no effect and ±100 for the full control effect
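Curves were derived by four-parameter Hill fits of normalized qHTS data. The kinetic fluorescent primer-extension read was taken at 0 and 10 min after 50 nM substrate, following a 15 min room-temperature preincubation of 10 nM enzyme with compounds.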
POLI inh = inhibitors of human DNA polymerase iota; Pol iota fluorescent replication assay, 10 min; Potency, µM (doses to about 115 µM), for inactives: top-dose activity, negative = inhibition, actives largely listed as inhibitors; hit rate 1% among 390,000; AID 588590
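Fluorescent replication assay read twice, at 0 min and 10 min after adding 50 nM (final) substrate. Enzyme (10 nM) and compounds were first incubated 15 min at room temperature; enzyme-free buffer wells were negative controls.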
POLK inh = inhibitors of human DNA polymerase kappa. Q9UBT6. purified Pol kappa, fluorescent DNA synthesis assay, 10 min. Potency, µM (top dose mostly 107 µM), without a hit: top-dose activity, negative = inhibition, most hits filed as inhibitors. hit rate 0.53% among 400,000. AID 588579; also: % is scaled to controls: 0 for no effect and ±100 for the full control effect
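Here, compound and 10 nM enzyme are combined for 15 min at room temperature; adding 50 nM substrate (final) starts DNA synthesis, tracked by fluorescence at 0 and 10 min against buffer-only wells.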
Anesthetic bind = candidate novel general anesthetic via apoferritin binding | P02791 | apoferritin/1-aminoanthracene competitive binding, fluorescence | hit rate 0.074% among 350,000 | Potency, µM (titrated, usually from 77.5 µM), for inactives: at the top dose activity change, negative = displacement, hits mostly inhibitors; also: % is scaled to controls: 0 for no effect and ±100 for the full control effect; nearly all actives have a fitted effect of over 20% in size
Target sequence (P02791 2-175 limits assumed): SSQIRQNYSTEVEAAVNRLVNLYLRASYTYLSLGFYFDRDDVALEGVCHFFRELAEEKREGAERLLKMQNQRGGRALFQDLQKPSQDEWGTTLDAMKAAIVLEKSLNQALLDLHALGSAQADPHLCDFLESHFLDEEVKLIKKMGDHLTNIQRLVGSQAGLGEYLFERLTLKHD
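Horse-spleen apoferritin (10 uM) was mixed with 50% saturated 1-aminoanthracene in PBS, exposed to compounds for 10 min at room temperature, and read for fluorescence (ex 380 nm, em 535 nm). Competitive displacement was fitted with a four-parameter Hill equation.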
Pol eta inh = inhibitors of human DNA polymerase eta. Q9Y253. recombinant Pol eta, fluorescent DNA replication assay. Potency, µM (doses to about 114 µM), without a hit: at the top dose activity change, negative = inhibition, usual class: inhibitors. hit rate 1.2% among 390,000; also: % is scaled to controls: 0 for no effect and ±100 for the full control effect
Target sequence (Q9Y253 whole entry, looked up): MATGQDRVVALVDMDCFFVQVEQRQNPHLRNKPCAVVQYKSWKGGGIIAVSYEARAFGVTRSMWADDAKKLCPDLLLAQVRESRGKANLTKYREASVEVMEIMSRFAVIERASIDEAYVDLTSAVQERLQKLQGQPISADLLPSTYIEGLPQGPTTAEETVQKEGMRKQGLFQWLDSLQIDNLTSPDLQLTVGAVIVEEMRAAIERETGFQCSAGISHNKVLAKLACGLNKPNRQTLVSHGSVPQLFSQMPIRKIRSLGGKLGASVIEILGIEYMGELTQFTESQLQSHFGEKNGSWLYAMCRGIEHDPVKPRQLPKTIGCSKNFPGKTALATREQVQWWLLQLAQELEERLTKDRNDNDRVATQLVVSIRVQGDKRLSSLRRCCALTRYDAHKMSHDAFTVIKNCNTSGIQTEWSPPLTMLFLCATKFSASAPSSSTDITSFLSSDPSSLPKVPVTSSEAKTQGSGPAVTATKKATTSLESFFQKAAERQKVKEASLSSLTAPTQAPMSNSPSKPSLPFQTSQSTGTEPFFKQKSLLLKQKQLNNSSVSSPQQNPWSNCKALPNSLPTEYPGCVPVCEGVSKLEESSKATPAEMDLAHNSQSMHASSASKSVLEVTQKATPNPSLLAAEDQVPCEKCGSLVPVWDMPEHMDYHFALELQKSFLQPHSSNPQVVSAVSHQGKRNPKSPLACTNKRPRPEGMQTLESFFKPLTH
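Pol eta at 10 nM preincubated with compounds 15 min at room temperature; reaction started with fluorescent substrate (50 nM final) and read kinetically at 0 and 10 min.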
BAZ2B inh = BAZ2B (human) inhibition | AlphaScreen BAZ2B-H3K14Ac peptide displacement | hit rate 4.4% among 360,000 | Q9UIF8 | AID 504333 | Potency, µM (series often up to 114 µM), for the others: at the top dose activity change, negative = inhibition, actives largely listed as inhibitors; also: % is scaled to controls: 0 for no effect and ±100 for the full control effect; nearly all actives have a fitted effect of over 60% in size
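AlphaScreen displacement: compounds (up to 110uM) incubated 30 min at room temperature with a preformed 50 nM BAZ2B/50 nM biotinylated H3K14Ac peptide complex in PBS pH 7.4 with Tween-20. Donor and acceptor beads at 10 ug/mL final added, 20 min light-protected before reading.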
BLM helicase inh = inhibitors of human Bloom syndrome helicase BLM | P54132 | recombinant BLM DNA unwinding, fluorescence dequenching | Potency, µM (titrated, usually from 56.1 µM), inactives show top-dose activity change, negative = inhibition, most hits filed as inhibitors | hit rate 0.2% among 350,000;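 also: plate controls were vehicle for no effect and no enzyme for full effect; nearly all actives have a fitted effect of over 35% in size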
G9a block = blocks human histone lysine methyltransferase G9a | Q96KQ7 | G9a H3K9 monomethylation, AlphaScreen, 2 h | Potency, µM (titrated, usually from 102 µM), without a hit: at the top dose activity, negative = inhibition, hits mostly inhibitors | hit rate 8.8% among 350,000; also: % is scaled to controls: 0 for no effect and ±100 for the full control effect; nearly all actives have a fitted effect of over 75% in size
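Chemiluminescent proximity detection of H3K9 monomethylation, read after 10 min bead incubation in the dark. Reaction: 20 nM G9a, 500 nM biotin-H3K9 peptide, 20 uM SAM cofactor, 2 h, room temperature, following 15 min enzyme-compound preincubation.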
APEX1 inh = inhibitors of human APE1 endonuclease; recombinant APE1, TAMRA/BHQ-2 abasic DNA cleavage fluorescence; Potency, µM (doses to about 65.8 µM), inactives show at the highest dose activity change, negative = inhibition, actives largely listed as inhibitors; hit rate 0.35% among 350,000;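 also: plate controls were vehicle for no effect and reference inhibitor for full effect; nearly all actives have a fitted effect of over 55% in size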
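APE1 at 0.75 nM final was preincubated with compound 15 min at room temperature, then 50 nM double-stranded THF abasic-site substrate (5'-TAMRA/3'-BHQ-2) was added. Fluorescence (ex 525/em 598 nm) was read kinetically; third-minus-first read gave activity.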
Starred values were filed as active, the others as inactive; ? = inconclusive; nt = no result given; [ ] = dose if it differs, or a comment. Calls follow the shape of the dose curve; as a rule, active = well fitted curve in the direction sought with a large enough effect; inconclusive = small, poorly fitted or top-dose-only effect, or another doubt; inactive = no such curve, though single readings can be large; an effect the other way counts as inactive or inconclusive. Potency is read from the fitted curve at half-maximal effect. This is a subset, so the mix of outcomes need not match the whole.

nr	SMILES	BLM helicase inh	POLB inh	G9a block	APEX1 inh	Pol eta inh
1	O=S(=O)(Nc1nc2ccccc2nc1Cl)c1ccc2c(c1)OCCO2	2%	13%	-33%	6%	1%
2	O=C1Nc2ccccc2C1Cc1ccccc1 (stereo unspecified)	-4%	-21%	nt	1%	-24%
3	Cc1c(C(=O)Nc2ccc(C(=O)O)cc2)nnn1-c1ccccc1	4%	1%	-6%[59 µM]	nt	-12%
4	CCOC(=O)c1ccc(CNC(=O)Cn2nnc(-c3ccccc3)n2)o1	-5%	26%	8%	-11%	3%
5	COc1ccc(CS(=O)c2nc(C)cc(C)c2S(C)(=O)=O)cc1 (stereo unspecified)	1%	30%	-24%	3%	-15%
6	COc1cccc(/C=C2\N=C(SC)SC2=O)c1OC	-3%	0%	28%	?	-17%
7	COc1cc2cccc(OC)c(=O)c2c(OC)c1OC	-13%	5%	50µM*	14%	-4%
8	CCN(C[C@H]1N[C@@](Cc2ccccc2)(C(=O)OC)[C@H]2C(=O)N(C)C(=O)[C@@H]12)C(=O)Nc1ccc(F)cc1	nt	nt	nt	0%	-7%
9	CCC(=O)N1CCc2cc(Br)cc(S(=O)(=O)CCC(=O)NCCc3ccc(C)cc3)c21	2%	1%	0%[59 µM]	nt	-18%
10	COc1ccc(C(=O)Oc2ccc(/C=N/NC(=O)c3cccnc3)cc2OC)cc1	nt	nt	-2%[59 µM]	0%	-3%

nr	BAZ2B inh	Anesthetic bind	POLI inh	POLK inh
1	10%	-4%	32%[activator]	1%
2	-1%	-8%	168%[activator]	-6%
3	3%	6%	-5%	-11%[60.1 µM]
4	-2%	-10%	13%	1%
5	1%	2%	29%	4%
6	27%	-12%	9%	-8%
7	-17%	-8%	20%	-11%
8	nt	nt	20%	8%
9	5%	-12%	16%	-5%[60.1 µM]
10	-2%	nt	-2%	0%

Other records follow.
nr	SMILES	BLM helicase inh	POLB inh	G9a block	APEX1 inh	Pol eta inh
11	CCC(=O)Oc1ccc2c(C)cc(=O)oc2c1C(=O)CC	0%	6%	nt	-1%	-8%
12	CC(C)N1CCC(N2CCN(CCCn3cccn3)CC2CCO)CC1 (stereo unspecified)	-2%	10%	4%	3%	-12%
13	CCn1c(CC(=O)Nc2ccc(OC)cc2)nnc1SCC(=O)N1CCOCC1	0%	36%	nt	-6%	-2%
14	O=C(COc1ccccc1F)Nc1ccc2nc(SCC(=O)N3CCCC3)sc2c1	-5%	-11%	2%[59 µM]	nt	-10%
15	O=C(NNC(=O)c1c(F)cccc1F)c1ccccc1OC(F)(F)F	-1%	24%	nt	2%	-3%
16	CN(C)C1=NCCN1CCC1CCCCC1	nt	nt	15%[2.33 µM]	2%	-11%
17	COC(=O)[C@]1(C)N[C@H](CN(C)S(=O)(=O)c2ccc(OC(F)(F)F)cc2)[C@@H]2C(=O)N(C)C(=O)[C@@H]21	nt	nt	nt	19%	-21%
18	COc1ccc(N2CCN(Cc3cc(=O)oc4ccc(OC)cc34)CC2)cc1	-1%	25%	-8%[59 µM]	nt	1%
19	CC(=O)N[C@@H](Cc1ccc(OC(F)(F)F)cc1)C(=O)O	-8%	0%	nt	-2%	2%
20	Cc1ccc(N2C(=O)C3C4C=CC(CNC(=S)N5CCN(c6ccccc6)CC5)(O4)C3C2=O)cc1 (stereo unspecified)	-4%	7%	2.2µM*	0%	4%

nr	BAZ2B inh	Anesthetic bind	POLI inh	POLK inh
11	-2%	1%	-20%	-6%
12	0%	-9%	16%	7%
13	6%	-2%	14%	-6%
14	-34%	25%	41%[activator]	6%
15	4%	5%	147%[activator]	-6%
16	5%	nt	16%	9%
17	nt	nt	16%	-3%
18	-17%	-2%	10%	-7%
19	-14%	-5%	-2%	-6%
20	nt	-6%	0%	-3%

Later entries:
nr	SMILES	BLM helicase inh	POLB inh	G9a block	APEX1 inh	Pol eta inh
21	O=C(Nc1cccc(S(=O)(=O)NC2=NCCC2)c1)c1c(F)cccc1Cl	nt	nt	-29%	37%[activator]	-3%
22	CSC1=NC2C(N1)N(C)C(=O)N2C (stereo unspecified)	-1%	14%	7.9µM*	15%	-15%
23	Cc1c(C)c(C)c(S(=O)(=O)n2[nH]c(=O)c(CCO)c2C)c(C)c1C	1%	7%	?	18%	-17%
24	Cc1cc(F)ccc1NC(=O)C(c1ccccc1)N1Cc2ccccc2C1=O (stereo unspecified)	-1%	10%	1%[59 µM]	nt	-18%
25	CC1=C(C#N)C(=O)N(C)C(C)(C)C1	-3%	19%	24%[59 µM]	4%	-13%
26	CC(NC(=S)NCc1ccc(F)cc1)C12CC3CC(CC(C3)C1)C2 (stereo unspecified)	-7%	-14%	1%	-2%	-10%
27	CCC1CCCCN1C(=O)CCC(=O)Nc1nnc(C(F)(F)F)s1 (stereo unspecified)	-7%	73%	nt	2%	-2%
28	Cc1ccc(C(=O)OCC(=O)NCCC2=CCCCC2)cc1N	-2%	-4%	11%	-6%	-15%
29	CCOC(=O)N1CCN(Cc2nc3cc(NC(=O)c4ccc(OC)cc4)ccc3n2C(C)C)CC1	-6%	18%	-28%[59 µM]	nt	-27%
30	CO/N=C(/c1nonc1N)N1CCN(c2ccc([N+](=O)[O-])cc2)CC1	1%	2%	-27%[59 µM]	-4%	-8%

nr	BAZ2B inh	Anesthetic bind	POLI inh	POLK inh
21	1%	nt	23%	-1%
22	35µM*	1%	2%	-9%
23	-4%	-5%	62%[activator]	-5%
24	4%	-6%	17%	-4%
25	6%	-6%	4%	-9%
26	4%	-21%	?	-6%
27	0%	?	6%	-12%
28	-5%	?	52%[activator]	-7%
29	-23%	?	14%	-5%
30	-6%	?	11%	-5%

Quoted from above: nos. 16 to 27
nr	SMILES	BLM helicase inh	POLB inh	G9a block	APEX1 inh	Pol eta inh
16	CN(C)C1=NCCN1CCC1CCCCC1	nt	nt	15%[2.33 µM]	2%	-11%
17	COC(=O)[C@]1(C)N[C@H](CN(C)S(=O)(=O)c2ccc(OC(F)(F)F)cc2)[C@@H]2C(=O)N(C)C(=O)[C@@H]21	nt	nt	nt	19%	-21%
18	COc1ccc(N2CCN(Cc3cc(=O)oc4ccc(OC)cc34)CC2)cc1	-1%	25%	-8%[59 µM]	nt	1%
19	CC(=O)N[C@@H](Cc1ccc(OC(F)(F)F)cc1)C(=O)O	-8%	0%	nt	-2%	2%
20	Cc1ccc(N2C(=O)C3C4C=CC(CNC(=S)N5CCN(c6ccccc6)CC5)(O4)C3C2=O)cc1 (stereo unspecified)	-4%	7%	2.2µM*	0%	4%
21	O=C(Nc1cccc(S(=O)(=O)NC2=NCCC2)c1)c1c(F)cccc1Cl	nt	nt	-29%	37%[activator]	-3%
22	CSC1=NC2C(N1)N(C)C(=O)N2C (stereo unspecified)	-1%	14%	7.9µM*	15%	-15%
23	Cc1c(C)c(C)c(S(=O)(=O)n2[nH]c(=O)c(CCO)c2C)c(C)c1C	1%	7%	?	18%	-17%
24	Cc1cc(F)ccc1NC(=O)C(c1ccccc1)N1Cc2ccccc2C1=O (stereo unspecified)	-1%	10%	1%[59 µM]	nt	-18%
25	CC1=C(C#N)C(=O)N(C)C(C)(C)C1	-3%	19%	24%[59 µM]	4%	-13%
26	CC(NC(=S)NCc1ccc(F)cc1)C12CC3CC(CC(C3)C1)C2 (stereo unspecified)	-7%	-14%	1%	-2%	-10%
27	CCC1CCCCN1C(=O)CCC(=O)Nc1nnc(C(F)(F)F)s1 (stereo unspecified)	-7%	73%	nt	2%	-2%

nr	BAZ2B inh	Anesthetic bind	POLI inh	POLK inh
16	5%	nt	16%	9%
17	nt	nt	16%	-3%
18	-17%	-2%	10%	-7%
19	-14%	-5%	-2%	-6%
20	nt	-6%	0%	-3%
21	1%	nt	23%	-1%
22	35µM*	1%	2%	-9%
23	-4%	-5%	62%[activator]	-5%
24	4%	-6%	17%	-4%
25	6%	-6%	4%	-9%
26	4%	-21%	?	-6%
27	0%	?	6%	-12%

Following part:
nr	SMILES	BLM helicase inh	POLB inh	G9a block	APEX1 inh	Pol eta inh
31	COc1cc(-c2nnc(SCC(=O)OC3CCCCC3)o2)cc(OC)c1OC	-8%	-1%	7%[59 µM]	-4%	-10%
32	O=C(Cc1cccs1)NNC(=O)c1ccc(F)cc1	1%	3%	?	-1%	-4%
33	O=C(Cc1ccc(F)cc1)Nc1nnc(SCC(=O)NC2CCCC2)s1	0%	3%	2%	-2%	12%
34	CC1/C(=N/O)CC(c2ccco2)NC1c1ccco1 (stereo unspecified)	3%	12%	11%[59 µM]	1%	-13%
35	O=C(NCCC1=CCCCC1)C1CCC(CNc2c(N3CCCCC3)c(=O)c2=O)CC1 (stereo unspecified)	-2%	12%	-7%[59 µM]	-12%	-20%
36	Clc1ccc(N=C2SCCS2)cc1	-2%	-20%	3%[59 µM]	2%	-14%
37	Cc1ccc(S(=O)(=O)Nc2cccc(-c3cn4cccc(C)c4n3)c2)c(C)c1	-9%	13%	?	nt	nt
38	CC(=O)N1CCc2c(sc3c2c(=O)n(Cc2ccccc2)c(=O)n3Cc2cc(C)ccc2C)C1	-6%	20%	-5%[59 µM]	nt	-18%
39	CC1=C(C)NC(=S)SC1	-2%	-11%	?	2%	-15%
40	Cc1c(Cl)cccc1NC(=O)CCC(=O)NNC(=O)CCC(=O)O	1%	-6%	5%	-3%	2%

nr	BAZ2B inh	Anesthetic bind	POLI inh	POLK inh
31	10%	?	-5%	-12%
32	-3%	9%	14%	-11%
33	-23%	-8%	207%[activator]	-12%
34	-1%	-9%	13%	-3%
35	-6%	1%	-9%	-6%
36	18%	-3%	24%	-2%
37	?	1%	5%	-8%
38	-6%	-12%	11%	-15%
39	-3%	-20%	10%	-4%
40	-13%	-4%	14%	-4%

Assay outcomes from PubChem.
